# RGS4 inhibitor = Inhibitors of Regulator of G Protein Signaling (RGS) 4: qHTS; 390,000 tested, 0.039% active; AID 504845, 2011; Potency, µM (titrated, usually from 114 µM), without a hit: at the top dose activity change, negative = inhibition, usual class: inhibitors; Transcreener GDP fluorescence polarization, RGS4-accelerated GTP hydrolysis; Regulator of G-protein signaling 4 (Homo sapiens), P49798; also: potency is read from the fitted curve at half-maximal effect; % is scaled to controls: 0 for no effect and ±100 for the full control effect; nearly all actives have a fitted effect of over 75% in size; some results filed as inactive show a strong effect at the top dose
# Target sequence (P49798 whole entry, looked up): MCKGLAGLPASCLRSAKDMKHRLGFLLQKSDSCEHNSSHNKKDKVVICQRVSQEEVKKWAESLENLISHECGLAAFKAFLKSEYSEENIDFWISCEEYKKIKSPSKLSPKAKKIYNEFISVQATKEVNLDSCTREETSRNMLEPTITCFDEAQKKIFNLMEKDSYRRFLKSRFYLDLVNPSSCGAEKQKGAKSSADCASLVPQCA
#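 MLSMR compounds (23 nl, pin-transferred) preincubated 10 min at room temperature with a 500nM (2x) first reagent, then RGS4 at 900nM (2x) plus Transcreener GDP mix added; fluorescence polarization (620/688 nm) read before and after 90 min at 30 °C.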
# Glioma ERSR ind = qHTS for Inducers of the Endoplasmic Reticulum Stress Response (ERSR) in Human Glioma: qHTS; U87-MG GRP78 promoter luciferase reporter, 16 h; Potency, µM, for inactives: at the highest dose activation, actives largely listed as activators; 420,000 tested, 0.02% active; AID 602332, 2012; also: potency is read from the fitted curve at half-maximal effect; series mostly up to about 76 µM; % of control where 0% means no effect; nearly all actives have a fitted effect of over 35% in size
#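 Stably transfected U87-MG glioma cells carrying a GRP78-based luciferase sensor; 16 h compound incubation. Luminescence end-point read 10 min after Bright-Glo addition at room temperature.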
# LDHA inh = qHTS assay for inhibitors of human lactate dehydrogenase. L-lactate dehydrogenase A chain (Homo sapiens), P00338. purified LDHA, NADH/diaphorase-resazurin fluorescence; stronger effect = lower value. activity change, % (values are at about 110 or 230 µM). 480,000 tested, 0.15% active; in the data active = activity change below about -30%; inconclusive = mostly about -25% to -30%;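 also: plate controls were DMSO wells for no effect and wells without enzyme for full effect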
#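 Human LDH5 at 2 nM final in Tris HCl pH 7.4 with 0.06 mM NADH and 0.2 mM pyruvate, reacted 5 minutes at room temperature. Remaining NADH coupled via diaphorase/resazurin; resorufin fluorescence read at 0 and 20 minutes, normalized to enzyme-free and DMSO wells.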
# 12-LOX inh = Primary qHTS assay for inhibitors of human arachidonate 12S-lipoxygenase (ALOX12): Round 2 | AID 1671190, 2021 | 580,000 tested, 1.1% active | purified 12hLO, xylenol orange hydroperoxide absorbance | Potency, µM (doses to about 108 µM), inactives show at the top dose activity change, negative = inhibition, usual class: inhibitors | Polyunsaturated fatty acid lipoxygenase ALOX12 (Homo sapiens), P18054; also: potency is read from the fitted curve at half-maximal effect; % is scaled to controls: 0 for no effect and ±100 for the full control effect
#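 Hydroperoxide product was detected by ferrous iron/xylenol orange as the 573 to 405 nm absorbance ratio. Arachidonic acid at 40 uM (final) was turned over for 30 min at room temperature by 150 nM human 12hLO, pH 7.0 Hepes buffer, after 15 min compound preincubation.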
# ERG Ets-DNA blk = qHTS for Small Molecule Inhibitors of the ERG Ets/DNA interaction; Transcriptional regulator ERG (Homo sapiens), P11308; 370,000 tested, 0.028% active; fluorescence polarization, His-ERG Ets domain / labelled DNA; Potency, µM (highest dose often 76.9 µM), for inactives: at the top dose FP activity, negative = inhibition, actives largely listed as inhibitors; active = well fitted inhibition curve with a large enough effect in the polarisation, with a control signal flat; inconclusive = small, poorly fitted or top-dose-only effect, or effect the other way, or a change in a side signal; inactive = no such curve, though single readings can be large or run the other way; the % refers to the polarisation;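 also: polarization taken with two DNA probes labelled with fluorescein and Texas red; potency is read from the fitted curve at half-maximal effect; % of control where 0% means no effect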
# Target sequence (P11308 whole entry, looked up, the tested form may be a part): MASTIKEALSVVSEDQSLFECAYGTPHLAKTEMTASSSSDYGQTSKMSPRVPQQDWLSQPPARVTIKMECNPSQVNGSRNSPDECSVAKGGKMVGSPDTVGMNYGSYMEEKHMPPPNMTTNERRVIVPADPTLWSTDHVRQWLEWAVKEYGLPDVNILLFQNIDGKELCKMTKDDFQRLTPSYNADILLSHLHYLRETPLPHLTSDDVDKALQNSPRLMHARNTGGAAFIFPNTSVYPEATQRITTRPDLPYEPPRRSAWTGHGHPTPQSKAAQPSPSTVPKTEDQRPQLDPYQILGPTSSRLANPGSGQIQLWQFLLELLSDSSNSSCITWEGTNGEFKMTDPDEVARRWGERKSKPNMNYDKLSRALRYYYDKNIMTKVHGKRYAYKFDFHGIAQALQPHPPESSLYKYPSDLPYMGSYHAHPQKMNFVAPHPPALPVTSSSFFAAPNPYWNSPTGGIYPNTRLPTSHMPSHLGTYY
#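 His-tagged ERG Ets domain (1 uM in the protein solution; 300mM KCl, 50mM Tris-HCl, 1mM EDTA, 1mM DTT, pH 7.5) received compound, then a probe mix of 5 nM fluorescein-DNA and 100nM Texas-615-DNA. Fluorescence polarization was read for both dyes.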
# D2 antag = HTS Assay for Allosteric Antagonists of the Human D2 Dopamine Receptor: Primary Screen for Antagonists | D(2) dopamine receptor (Homo sapiens), P14416 | HEK293 TREx D2 cells, calcium flux, dopamine EC80 | inhibition, % at 10 µM | 340,000 tested, 2% active | AID 485344, 2010; in the data active = inhibition above about 30%; also: 0% is about no effect
#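 Measurement of antagonist activity uses fluorescent calcium dye in inducible HEK293 T-REx D2 cells: 10 s baseline, compound addition with 180 s read, EC80 dopamine addition with a further 180 s read.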
# Vif-APOBEC3F blk = qHTS for Inhibitors of Vif-A3F Interactions: qHTS; HeLa A3F-eYFP + Vif (tagged APOBEC3F with the HIV-1 protein that degrades it), YFP fluorescence increase; AID 602313, 2012; 390,000 tested, 0.2% active; Potency, µM (titrated, usually from 46.1 µM), without a hit: at the top dose activity, negative = active; also: potency is read from the fitted curve at half-maximal effect; % of control where 0% means no effect; nearly all actives have a fitted effect of over 65% in size
#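 Fluorescence increase (Ex 488/Em 500-530) after overnight compound treatment at 37 deg C flags inhibition of Vif-driven A3F-eYFP loss in stable HeLa A3F-eYFP/Vif cells seeded overnight beforehand.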
# D2 ag = HTS Assay for Allosteric Agonists of the Human D2 Dopamine Receptor: Primary Screen for Agonists | AID 485358, 2010 | D(2) dopamine receptor (Homo sapiens), P14416 | 340,000 tested, 0.53% active | HEK293 T-REx D2 cells, calcium flux agonist mode | activation, % at 2 µM;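 active = activation over 3 SD above normal in the single-dose calcium agonist read, cut at about 30% in these data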; also: 0% is about no effect
#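 Tetracycline-induced HEK293 Trex cells with D2 receptor force-coupled to calcium signaling, plated overnight at 30 C and loaded with no-wash calcium dye. Calcium flux read kinetically for 180 s after compound addition; responses flag agonists.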
# Vif-A3G inh = qHTS for Inhibitors of Vif-A3G Interactions: qHTS; DNA dC->dU-editing enzyme APOBEC-3G (Homo sapiens), Q9HC16; HeLa A3G-eYFP + Vif (tagged APOBEC3G with the HIV-1 protein that degrades it), YFP fluorescence, overnight; Potency, µM (top dose mostly 46.1 µM), for the others: at the top dose activity, negative = active, most hits filed as inhibitors; 410,000 tested, 0.076% active; AID 602310, 2012;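 also: potency is read from the fitted curve at half-maximal effect; % is scaled to controls: 0 for no effect and ±100 for the full control effect; nearly all actives have a fitted effect of over 60% in size; hits raise eYFP signal because A3G escapes Vif-driven loss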
# Target sequence (Q9HC16 whole entry, looked up): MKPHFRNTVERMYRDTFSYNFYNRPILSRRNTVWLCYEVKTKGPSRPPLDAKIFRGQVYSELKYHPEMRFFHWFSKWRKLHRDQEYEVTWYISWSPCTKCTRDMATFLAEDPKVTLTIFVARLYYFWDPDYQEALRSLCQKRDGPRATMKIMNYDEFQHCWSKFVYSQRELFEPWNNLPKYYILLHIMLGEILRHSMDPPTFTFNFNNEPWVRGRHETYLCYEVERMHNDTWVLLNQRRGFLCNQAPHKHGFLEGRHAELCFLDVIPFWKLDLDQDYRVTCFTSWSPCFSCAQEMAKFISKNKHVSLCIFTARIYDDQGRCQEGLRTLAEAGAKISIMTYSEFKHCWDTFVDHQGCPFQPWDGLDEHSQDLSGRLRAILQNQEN
#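 Read-out is eYFP fluorescence (Ex 488/Em 500-530) from Vif-expressing HeLa A3G-eYFP cells; more signal means A3G escaped Vif-mediated degradation. Cells plated overnight, compound pinned in, incubated overnight at 37 deg C.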
# The depositor's hits bear a star; ? = inconclusive; . = no result given; [ ] = remark or other dose. Unless noted, calls follow the shape of the dose curve; as a rule, active = well fitted curve in the direction sought with a large enough effect; inconclusive = small, poorly fitted or top-dose-only effect, or another doubt; inactive = no such curve, though single readings can be large; an effect the other way counts as inactive or inconclusive.
SMILES	ERG Ets-DNA blk	12-LOX inh	D2 ag	LDHA inh	Vif-A3G inh	Glioma ERSR ind	Vif-APOBEC3F blk	D2 antag	RGS4 inhibitor
CC1(C)CC2CC(C)(CN2C(=O)COC(=O)c2ccc(O)cc2O)C1 (configuration not stated)	1%	398%[activator]	.	-8	0%	-6%	1%	.	3%
CCOC(=O)c1scc(-c2ccc(C)cc2)c1S(=O)(=O)N1CCN(c2ccccc2F)CC1	0%	-10%	0.4	0	-1%	-2%	0%	.	-6%
Cc1cccc(Nc2cc(C)c3c(O)cccc3n2)c1C	-3%	?	5.0	0	1%	3%	3%	-31	-40%
COc1ccc(Br)cc1Cn1nnc(C(=O)Nc2ccc(C)cc2C)c1N	2%	-4%	0.9	5	-1%	-3%	-5%	.	-27%
CCn1cc(C(=O)OCC(=O)Nc2ccc(F)cc2F)c(=O)c2ccc(C)nc21	3%	?	-0.1	0	0%	1%	-8%	.	-28%
COc1cccc(C(=O)COC(=O)C(C)N2C(=O)C3C4C=CC(C4)C3C2=O)c1 (configuration not stated)	12%	189%[activator]	0.2	-2	1%	-6%	4%	3	5%
CCN1C(=O)/C(=C2/Sc3ccccc3N2CC)SC1=S	-14%	-9%	1.6	0	-2%	-5%	1%	-4	-13%
Cc1ccccc1C(=O)NC(=S)NC1CCSC1=O (configuration not stated)	-7%	-9%	-0.6	-9	-1%	-1%	-2%	4	-43%
Cc1nc(C)c2c(=O)cc(-c3ccccc3)[nH]c2n1	-14%	22%	0.4	-2	?	-2%	1%	15	-9%
N#CC(=NCc1cccnc1)C1=C(O)c2ccccc2C1=O	0%	?	-1.0	0	-7%	-1%	-18%	5	-8%
CCOC(=O)C1(C)CCCN(C(=O)c2cccnc2)C1 (configuration not stated)	.	-1%	.	0	0%	-3%	.	.	.
COc1cccc(CN(C)C(=O)[C@@H](NC(=O)c2ccc(C)cc2)C(C)C)c1	7%	-22%	0.0	-2	-4%	-2%	-4%	3	-1%
CCCOC(=O)C1=C(C)NC2=C(C(=O)CC(C)(C)C2)C1c1ccc(N(C)C)cc1 (configuration not stated)	-11%	?	-0.1	0	-4%	0%	-7%	13	10%
CSc1nnc(NC(=O)c2ccco2)s1	13%	24%	0.9	-7	1%	-5%	3%	-6	25%
N#CCCN(C(=O)COC(=O)CCc1ccccc1)c1ccccc1	-1%	0%	.	-7	-2%	-4%	-17%	.	-4%
COc1cccc(NS(=O)(=O)c2ccc3c(c2)N(C)C(=O)CC(=O)N3C)c1	1%	3%	-1.3	-3	3%	-1%	-3%	.	3%
COc1ccc(S(=O)(=O)n2nc(-c3ccco3)nc2NCc2ccc(OC)c(OC)c2)cc1	2%	-7%	3.1	-6	-9%	0%	-9%	.	14%
CSC1=NCCN1C(=O)c1ccc2ccccc2c1	2%	1%	0.4	-2	-7%	3%	-16%	-2	16%
O=C(Cc1ccccc1[N+](=O)[O-])NCc1ccncc1	-1%	-6%	-1.0	-1	0%	2%	-2%	-15	8%
CCN(CC(=O)Nc1ccc(C(C)=O)cc1)CC(=O)Nc1cccc(OC)c1	9%	0%	1.5	-2	-10%	-2%	2%	4	-10%

# Entries from the list above that have a halogen:
SMILES	ERG Ets-DNA blk	12-LOX inh	D2 ag	LDHA inh	Vif-A3G inh	Glioma ERSR ind	Vif-APOBEC3F blk	D2 antag	RGS4 inhibitor
CCOC(=O)c1scc(-c2ccc(C)cc2)c1S(=O)(=O)N1CCN(c2ccccc2F)CC1	0%	-10%	0.4	0	-1%	-2%	0%	.	-6%
COc1ccc(Br)cc1Cn1nnc(C(=O)Nc2ccc(C)cc2C)c1N	2%	-4%	0.9	5	-1%	-3%	-5%	.	-27%
CCn1cc(C(=O)OCC(=O)Nc2ccc(F)cc2F)c(=O)c2ccc(C)nc21	3%	?	-0.1	0	0%	1%	-8%	.	-28%

# Profiles as entered above. Values in the order: ERG Ets-DNA blk	12-LOX inh	D2 ag	LDHA inh	Vif-A3G inh	Glioma ERSR ind	Vif-APOBEC3F blk	D2 antag	RGS4 inhibitor
# `COc1cccc(C(=O)COC(=O)C(C)N2C(=O)C3C4C=CC(C4)C3C2=O)c1` (configuration not stated) is listed with 12%	189%[activator]	0.2	-2	1%	-6%	4%	3	5%
# `CC1(C)CC2CC(C)(CN2C(=O)COC(=O)c2ccc(O)cc2O)C1` (configuration not stated) is listed with 1%	398%[activator]	.	-8	0%	-6%	1%	.	3%

# More entries
SMILES	ERG Ets-DNA blk	12-LOX inh	D2 ag	LDHA inh	Vif-A3G inh	Glioma ERSR ind	Vif-APOBEC3F blk	D2 antag	RGS4 inhibitor
CCOc1ccc(S(=O)(=O)N2CCCCC2)cc1NC(=O)Cc1ccccc1	12%	-17%	1.2	1	-3%	-4%	4%	20	-27%
O=C(C[C@H]1C/C=C\C[C@@H](Cc2ccc(F)cc2)C(=O)O[C@@H](c2ccccc2)CNC1=O)NCCO	-3%	-12%	.	-9	2%	-1%	2%	.	12%
Cc1cc(C)cc(N(CC(=O)Nc2c(C)cc(C)cc2C)S(=O)(=O)c2c(C)nn(C)c2C)c1	5%	-26%	0.0	-1	3%	3%	6%	.	-9%
COc1cc(CN2CCCCC2)ccc1OCc1ccccc1	-4%	?	-0.4	-14	-6%	12%	7%	4	9%
C=CCSc1nnc(-c2c[nH]c3ccccc23)n1CCOC	-7%	12%	0.2	-1	-1%	-4%	-2%	-11	-1%
CC(=O)C[C@@H](O)CC(=O)[C@@H]1OC(=O)CCCCCCc2ccccc21	10%	-17%	.	-7	0%	-3%	-18%	.	14%
O=S(=O)(NCc1cccc(Br)c1)c1ccc(-c2cc(C(F)(F)F)on2)s1	-7%	-22%	0.4	3	1%	-4%	-6%	.	8%
CCOC(=O)c1cc(NC(=O)c2ccoc2C)cc(C(=O)OCC)c1	3%	?	-0.3	1	-3%	-1%	-2%	4	-6%
COc1ccc(Cl)cc1NC(=O)c1ccc2c(SCC(=O)O)c3c(nc2c1)CCCC3	16%	-27%	-0.3	-2	0%	-6%	-4%	-1	1%[11.4 µM]
O=C(COC(=O)Cc1ccc([N+](=O)[O-])cc1)NC1CCCCCC1	8%	1%	.	0	2%	-6%	5%	.	-21%
O=C(NCc1ccccc1F)C(=O)NCC(c1ccco1)S(=O)(=O)c1cccs1 (configuration not stated)	9%	4%	0.5	-7	0%	-2%	8%	.	-14%
Cc1cccc2c(C(=O)N3CCN(c4ccccn4)CC3)cc(-c3cccc(Br)c3)nc12	0%	203%[activator]	20	-4	0%	-4%	3%	-14	1%
COc1ccccc1OCC(=O)NCCSCc1ccccc1Cl	-2%	-8%	-1.2	0	-1%	-1%	1%	8	?
Cc1ccc(C(C(=O)NCc2ccco2)N(CC2CCCO2)C(=O)Cn2nnc3ccccc32)cc1 (configuration not stated)	-3%	?	0.5	0	-2%	-3%	-4%	20	-22%
Cc1ccc(SCCC(=O)N/N=C/c2ccncc2)cc1	1%	-2%	-0.7	-11	3%	-3%	-17%	3	7%
Cc1ccc(C)c(Cn2c(=O)n(-c3ccc(CC(=O)NCc4ccco4)cc3)c(=O)c3sccc32)c1	-8%	-21%	0.4	-11	-9%	-3%	-22%	-34	-32%
COc1ccc(NC(=O)Cn2c(=O)nc(-c3ccccc3)c3ccccc32)cc1OC	1%	-21%	0.8	-20	7%	-2%	-4%	.	21%
CN(C)S(=O)(=O)c1cccc(NC(=O)c2ccc(N3CCCC3=O)cc2)c1	-6%	152%[activator]	.	-3	4%	-4%	-11%	.	0%
O=[N+]([O-])c1ccc(N2CCCCC2)nc1	-6%	1%	8.6	-2	2%	20%	3%	-18	21%
N/C(=N\OC(=O)C1CCCCC1)c1ccc(Cl)cc1	6%	-4%	1.0	-1	0%	2%	2%	-6	-7%
CC(C)=CCC/C(C)=C/CNC(=O)CC1C[C@H](C(=O)N(C(C)C)C(C)C)[C@@]2(C)c3[nH]c4ccccc4c3CCN2C1=O (some centres not stated)	-17%	?	.	2	-2%	-1%	-1%	.	-20%
Cc1ccc(NC(=O)CSc2ncn[nH]2)c([N+](=O)[O-])c1	3%	-1%	.	-7	2%	-2%	-8%	.	7%
O=C1N(Cc2cccc(Cl)c2)C[C@@H]2C[C@@H](c3cccc4ncccc34)N3CCC[C@@]123	-5%	?	-0.6	-4	5%	-4%	-8%	-7	-5%
Cc1ccc(CN2CCN(C3CSCCSC3)CC2CCO)cc1 (configuration not stated)	0%	11%	-0.4	-7	-3%	-3%	-2%	-2	18%

# Source: PubChem BioAssay (National Center for Advancing Translational Sciences (NCATS))

# A portion of the library, so the mix of outcomes need not match the whole.
